From PubChem BioAssay
LEDGF integ inh – blocks HIV-1 LEDGF/p75-dependent DNA integration; TR-FRET IN-LEDGF/p75 DNA integration, Eu/Cy5; inhibition, % at 3.7 µM; 0.64% of 370,000 active;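 active means inhibition above the screen-wide mean plus 3 SD, cut at about 13% in these data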;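 further: signal is the Cy5 over europium emission ratio at 671 and 618 nm; 0% = plate median of compound wells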
rCAG RNA binder – r(CAG) repeat RNA binding; TO-PRO-1 dye displacement fluorescence; inhibition, % at 3 µM; 1.3% of 370,000 active; AID 651821;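 active means inhibition above the plate cutoff, the mean of all test compounds on that plate plus 3 SD, cut at about 35% in these data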;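 further: 0% = DMSO alone and 100% = 100 µM mitoxantrone as full dye displacement; higher means more dye released from RNA so lower well fluorescence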
TCR CD3 inh – human TCR-CD3 binding inhibition | 0.37% of 360,000 active | TAMRA-labeled TCR probe fluorescence, biochemical | inhibition, % at 9.4 µM; in the data active means inhibition above about 19%;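 further: recombinant mutant TCR 2C K166C tagged with TAMRA read by polarization; 0% = receptor in buffer alone and 100% = receptor with positive control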
ABHD4 inh – ABHD4 (mouse) inhibition, primary FP screen; Q8VD66; purified mABHD4, FP-Rh probe fluorescence polarization; inhibition, % at 8.92 µM; 0.54% of 370,000 active; AID 720543;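 active means inhibition exceeding the mean over every tested compound plus 3 SD, cut at about 30% in these data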;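 further: 0% = plate median of compound wells and 100% = S159A mutant with DMSO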
Target sequence (Q8VD66 whole entry, looked up): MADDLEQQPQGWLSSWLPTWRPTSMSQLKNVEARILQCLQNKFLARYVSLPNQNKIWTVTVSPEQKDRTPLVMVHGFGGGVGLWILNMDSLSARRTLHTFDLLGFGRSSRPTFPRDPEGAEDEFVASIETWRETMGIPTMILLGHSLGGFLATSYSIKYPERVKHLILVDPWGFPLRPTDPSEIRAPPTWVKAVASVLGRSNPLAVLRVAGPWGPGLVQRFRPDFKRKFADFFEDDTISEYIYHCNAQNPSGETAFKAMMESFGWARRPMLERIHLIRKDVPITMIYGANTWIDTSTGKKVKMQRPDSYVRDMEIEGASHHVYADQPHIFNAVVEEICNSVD
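Material: mouse ABHD4 enzyme, wild type; Benchmarks: S159A mutant high control, sample median low control; Buffer or medium: HEPES pH 7.0, NaCl, Pluronic buffer; Signal: fluorescence polarization; Read-out: percent inhibition of probe binding, normalized to plate controls; Timing: pre-incubation 45 min, probe exposure 60 min, at 25 °C; Dosing: 8.92 µM, single dose.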
HTRA1 inhibitor – HTRA1 (human) protease inhibition; Q92743; recombinant HTRA1, FP-rhodamine activity-based probe, fluorescence polarization; inhibition, % at 5.96 µM; 0.5% of 340,000 active; AID 504803; in the data active means inhibition above about 36%;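 further: 0% = enzyme with DMSO and 100% = wells lacking enzyme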
UHRF1 binding – human UHRF1 methylated DNA binding inhibitors | inhibition, % at 4.4 µM | 0.75% of 370,000 active | UHRF1 binding to methylated oligo, TR-FRET; in the data active means inhibition above about 21%;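 further: UHRF1 SRA domain binding a hemimethylated CpG hairpin DNA probe; 0% = median of test compound wells and 100% = reference inhibitor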
MBD2 inh – MBD2-methylated oligo binding inhibition. 0.31% of 370,000 active. inhibition, % at 4.4 µM. AID 686964. TR-FRET, MBD2 binding to methylated oligonucleotide; in the data active means inhibition above about 13%
PRMT1 inh – inhibitors of human PRMT1; Q99873; recombinant PRMT1, activity-based probe fluorescence polarization; inhibition, % at 2.79 µM; 1.3% of 370,000 active; AID 652257;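 active means inhibition above about 21% made by adding two undisclosed values, limit read from the data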
Target sequence (Q99873 whole entry, looked up): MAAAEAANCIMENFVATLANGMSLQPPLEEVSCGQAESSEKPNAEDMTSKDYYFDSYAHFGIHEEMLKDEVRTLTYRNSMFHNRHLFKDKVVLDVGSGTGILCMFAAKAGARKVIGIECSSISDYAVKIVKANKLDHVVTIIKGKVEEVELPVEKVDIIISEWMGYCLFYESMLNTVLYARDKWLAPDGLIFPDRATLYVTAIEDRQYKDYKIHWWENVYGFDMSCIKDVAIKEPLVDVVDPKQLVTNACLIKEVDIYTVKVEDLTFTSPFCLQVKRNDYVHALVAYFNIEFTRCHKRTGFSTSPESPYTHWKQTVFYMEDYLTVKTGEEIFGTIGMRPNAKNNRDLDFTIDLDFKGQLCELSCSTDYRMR
Rev-erbA mod – modulates human Rev-erb alpha binding to DNA; P20393; Rev-erbα–FITC-DNA binding, fluorescence polarization, 90 min; activity, % at 10 µM; 0.79% of 370,000 active; AID 1259318;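 active means activity above about 14%, limit read from the data; passing the limit was not always enough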;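 further: 0% = DMSO wells with 35 nM protein and 100% = DMSO wells with 750 nM protein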
PG9 Ab binder – small molecules binding HIV-1 gp120 antibody PG9. TR-FRET gp120-PG9 antibody binding. inhibition, % at 6.7 µM. 0.43% of 360,000 active. AID 624416; in the data active means inhibition above about 8.5%
* = called active by the depositor; · = no result given. A portion of the library, so the mix of outcomes need not match the whole.

SMILES	LEDGF integ inh	rCAG RNA binder	TCR CD3 inh	ABHD4 inh	HTRA1 inhibitor	UHRF1 binding	MBD2 inh	PRMT1 inh	Rev-erbA mod	PG9 Ab binder
CCOC(=O)C1C(C(=O)OCC)C2C(=O)C3C(C(=O)OCC)C(C(=O)OCC)C3C(=O)C12 (stereo unspecified)	3	-2	4	4	·	13	-3	-3	-2	0.5
Cc1nn(CC(=O)Nc2cccc(O)c2)c(=O)c2ccccc12	2	1	5	1	1	-1	3	-4	-4	-0.4
CCOC(CNC(=O)c1cccn2c(=O)c3cc(Cl)ccc3nc12)OCC	-2	2	8	-8	-2	0	0	3	-6	1.7
CCc1nc(SCC(=O)NCC2CCCO2)c2oc3ccccc3c2n1 (stereo unspecified)	3	-6	-2	6	-4	-1	-1	-3	1	-3.5
CCOC(=O)c1cc(-c2cc3ccccc3o2)nc2c1c(=O)[nH]c(=O)n2CCOC	1	0	2	2	-10	-3	0	1	27*	-0.2
CN(CC(=O)Nc1cccc(F)c1)C(=O)/C=C/c1cc(Br)ccc1OC(F)F	3	6	3	-14	-37	-2	1	-3	-2	-0.3
COc1cccc(C(=O)N[C@H](C(=O)N2CCC[C@H]2C(=O)NCc2ccccc2)C(C)C)c1	2	0	3	8	·	2	-2	0	-3	2.5
O=C(Oc1cccc2cccnc12)c1cccc(N2C(=O)C3C4CCC(C4)C3C2=O)c1 (stereo unspecified)	0	0	-3	7	·	0	3	1	4	1.0
COc1cccc(/C=C(\C#N)c2nc3ccc(C)cc3[nH]2)c1OCC(=O)O	0	9	2	-1	-11	-1	3	1	-10	-0.1
O=C(NNc1cccc(Cl)n1)Nc1ccccc1	-1	2	0	1	3	2	0	3	0	-1.4
Cc1ccc2c(c1)[C@@H]1[C@H](CO2)[C@H](c2ccccc2)[C@]2(C)C(=O)N[C@H](C)C(=O)N12	0	-1	-1	3	-5	1	11	2	-6	2.4
COc1ccc(C)cc1NC(=O)Cc1c(C(=O)O)n(C)c2ccccc12	-2	28	2	-1	-2	3	4	4	-2	1.3
COc1ccc(NC(=O)CSc2nnc(-c3ccccc3C)n2N)cc1	-1	1	6	7	6	-1	8	21*	-1	2.0
CCCOc1ccccc1C(=O)N(Cc1ccco1)C1CCS(=O)(=O)C1 (stereo unspecified)	0	-5	5	3	2	0	5	-1	-4	-1.0
COc1ccc(C2C(C(=O)NCc3ccccn3)c3cc(OC)c(OC)cc3C(=O)N2C)cc1 (stereo unspecified)	2	-2	0	-2	0	-1	-8	-4	5	-1.4
O=C(NCc1ccccc1)C1=C[C@@H](C2CC2)C[C@@H](OCc2ccc(CO)cc2)O1	4	6	-3	-2	-5	4	-3	2	3	1.2
CCOC(=O)c1c(S(=O)(=O)NCCCc2ccco2)c(C)n(C)c1C	0	0	5	6	4	6	2	3	3	1.2
O=C(CSc1ccccn1)Nc1cccc(S(=O)(=O)N2CCCC2)c1	2	1	1	5	-1	-2	-2	0	-2	-1.2
COc1ccc(/C=C/C(=O)O)cc1S(=O)(=O)N1CCc2ccccc21	-4	17	-6	3	-4	5	0	3	-3	0.5
O=C(Nc1cccc(C(=O)N2CCCCC2)c1)c1ccc(Cl)cc1	2	-6	6	2	-11	0	-3	-2	1	-0.9
O=C(O)CSc1c(-c2ccccc2)c2cc(Cl)ccc2[nH]c1=O	2	12	7	-2	0	0	3	2	3	-1.6
O=C(Nc1ccccc1)c1cc2ccccc2[nH]1	3	2	-3	-5	-4	-1	3	0	-2	-2.1
CCCCn1c(N)c(N(CCOC)C(=O)CSCc2ccc(C)cc2)c(=O)[nH]c1=O	1	-5	4	3	-4	1	6	1	-2	1.3
COc1ccccc1CCc1nnc(CCC(=O)N(C)Cc2cccc3ncccc23)o1	-1	-8	3	3	-1	-1	0	-1	-4	-0.1
O=C1C2CC=CCC2C(=O)N1c1nccs1 (stereo unspecified)	0	0	-9	3	4	5	1	-4	1	1.4
CC1(C)CC(=O)C(C=Nc2ccc(NC3=C(C#N)C(=O)CC(C)(C)C3)cc2)=C(O)C1	-3	-8	-2	2	8	0	1	-1	0	-1.9
c1nc(N2CCC3(CC2)OCCO3)c2[nH]cnc2n1	3	1	-3	6	5	-1	-3	-3	-2	0.4
O=C(O)CC1(CC(=O)NCc2ccc(C(F)(F)F)cc2)CCCCC1	-3	13	-6	-1	-6	1	4	4	0	1.9
Cc1nn(C)c(Cl)c1CN1CCC(CO)(CC2CCCCO2)CC1 (stereo unspecified)	0	2	-2	2	2	2	0	0	-11	-1.3
Cc1cccc(C)c1NC(=S)N=Nc1c(O)n(C)c2ccc(S(=O)(=O)N3CCOCC3)cc12	-1	0	-3	7	0	7	3	1	2	1.8
Cc1cc(C)c(S(=O)(=O)N2CCN(S(=O)(=O)N3CCOCC3)CC2)c(C)c1	-7	-2	-6	7	-5	-1	1	2	3	-2.9
Cc1nc(SCc2cccc(F)c2)c2oc3ccccc3c2n1	2	0	-5	-5	1	4	6	3	8	0.1
CCCn1nc(C(=O)NCc2ccc3c(c2)OCO3)c2ccccc2c1=O	8	-3	5	-3	-6	-2	0	0	-2	-0.6
O=C(Nc1cnccn1)Nc1ccccc1F	1	-1	3	-3	-1	-3	-2	1	-2	-1.3
Cc1ccc(-c2nc3sc4c(c3c(=O)n2N)CCCC4)cc1	-2	-2	2	1	-13	0	1	-1	2	-1.0
COc1ccc(-c2nnc(SC)nc2-c2ccc(OC)c([N+](=O)[O-])c2)cc1[N+](=O)[O-]	-2	11	8	-7	-16	24*	9	1	-3	0.9
CC(C)CC(CC(C)C)=NNC(=O)c1ccc2c(c1)OCO2	1	1	-4	-2	-2	-3	2	-2	-5	1.4
N#Cc1c(/N=C/C=C/c2ccccc2)sc2c1CCCC2	-1	1	2	11	0	-4	-2	4	-1	-1.4
Cc1cccc(CN2C(=O)c3ccccc3Sc3ccc(C(=O)NCCN4CCOCC4)cc32)c1	2	-5	1	-2	-4	4	-2	-2	-1	0.9
O=C(Cn1cnc(S(=O)(=O)N2CCCC2)c1)Nc1ccc(OC(F)(F)F)cc1	0	0	0	-1	-1	2	2	-2	-5	-0.4
CN1C[C@@H]2C[C@@H](c3cccn3-c3nccs3)N3CCC[C@@]23C1=O	7	0	5	0	8	-1	-1	1	-1	-1.7
Cc1c(NC2=C(Cl)C(=O)N(c3ccccc3)C2=O)c(=O)n(-c2ccccc2)n1C	-4	5	4	5	8	-2	-3	2	-1	0.0
COc1ccc(/C=C(\C#N)C(=O)NC(C)c2ccccc2)cc1O (stereo unspecified)	-3	2	-1	-3	-3	-1	-2	4	-4	-1.8
O=C(O)C(CCCCN1C(=O)C2C3C=CC(C3)C2C1=O)N1C(=O)C2C3C=CC(C3)C2C1=O (stereo unspecified)	-3	-2	-7	-1	-4	1	-5	-1	-1	-1.1
O=C(C1CC=CCC1)N1CCN(C(=O)C2CC=CCC2)CC1 (stereo unspecified)	3	0	-2	4	4	0	-2	-3	-2	0.6
CCc1ncc(C(O)c2cccc(OC)c2OC)n1C (stereo unspecified)	3	-1	3	-1	4	3	-1	-1	5	0.2
Cc1ccc(-c2csc(=Nc3cccnc3)n2CCCN2CCCC2=O)cc1C	0	-1	-4	1	-7	12	-4	5	1	1.0
Cc1ccc(CSc2nnc(-c3cccc(S(=O)(=O)N4CCOCC4)c3)n2C2CCCC2)cc1	1	2	9	6	-2	1	-5	-3	-3	-1.6
COc1ccc(NC(=O)c2c(F)cccc2F)cc1S(=O)(=O)Nc1ccc(Br)cc1	2	9	6	-39	-50	0	-2	-2	7	0.6
COc1ccc(C(=O)Nc2nc(N)n(-c3ccccc3)n2)cc1OC	0	-2	-4	-7	-2	0	2	2	2	0.2
COC(=O)C1(CCSC)NC(c2ccc(O)cc2)C2C(=O)N(c3ccc(F)cc3)C(=O)C21 (stereo unspecified)	4	7	-1	2	4	0	-1	0	-4	-0.8
CC(CC(=O)Nc1cc(S(=O)(=O)N2CCOCC2)ccc1OCC(F)(F)F)c1ccccc1 (stereo unspecified)	-3	-5	-6	0	-4	-3	0	-2	1	-0.4
O=C1CC(N2CCN(c3ccccc3F)CC2)C(=O)N1c1ccc(F)cc1 (stereo unspecified)	-1	0	8	3	3	3	-4	-3	-1	-0.4
CN(C)N1C(N)=C(C#N)C(c2ccc3c(c2)OCO3)C2=C1CCCC2=O (stereo unspecified)	-1	3	5	4	4	-4	0	-4	3	1.0
O=C(Cc1ccccc1)NNC(=O)c1ccccc1C(=O)O	7	-1	-1	5	-2	-2	-3	-2	0	0.3
Cc1ccc(O)c(-c2cc(-c3ccc(F)cc3)no2)c1	0	3	-10	-3	-5	1	-1	2	6	-0.7
COc1ccc(C2CC(=O)c3cnn(-c4nc(C)cc(C)n4)c3C2)cc1 (stereo unspecified)	-6	-7	-3	2	-1	3	0	4	-3	3.1
CCCCc1c(C)nc2ccc(Br)cc2c1SC(N)N	-5	2	4	3	-4	10	-1	1	1	-0.8
CCN1C(=N)N(c2ccccc2)C(=O)C(CC)(CC)C1=O	-2	1	3	-1	-1	1	2	-1	-10	-0.6
COC(=O)c1c(-c2cccc(C)c2)csc1N	0	3	-9	-6	-6	3	-3	0	7	-0.8
Additional results follow.
SMILES	LEDGF integ inh	rCAG RNA binder	TCR CD3 inh	ABHD4 inh	HTRA1 inhibitor	UHRF1 binding	MBD2 inh	PRMT1 inh	Rev-erbA mod	PG9 Ab binder
COCC(=O)N1CCC(Oc2ccc(C(=O)N(C)C3CCCCC3)cc2)CC1	-1	-13	6	-4	8	-5	3	-2	6	-0.2
O=C(CCc1ccccc1)N[C@H]1[C@H](OC(=O)c2cnccn2)CCC[C@@]12C(=O)N(Cc1ccccc1)c1ccccc12	5	2	·	-1	·	-2	0	-2	-5	·
COc1ccc(OC)c2sc(NC(=O)c3ccc(Cl)s3)nc12	-3	1	-3	0	-4	0	6	2	-5	0.6
c1ccc(N2CCN(c3nnnn3-c3ccccc3)CC2)cc1	1	-4	-1	4	-3	1	-1	0	4	0.3
Cc1ccc2c(c1)N(C(=O)CCC(=O)NC1CCC(C)CC1)CCO2 (stereo unspecified)	-2	-2	0	-9	-2	-3	-2	-1	2	-0.1
C=CCN=C1NC(c2ccccc2C(F)(F)F)C(C(=O)OC)=C(C)N1Cc1cccc(C(F)(F)F)c1 (stereo unspecified)	-1	-1	-4	12	·	-2	2	-1	6	-1.1
CCCCN(C(=O)c1ccc(NC2CC2)c([N+](=O)[O-])c1)c1c(N)n(CC(C)C)c(=O)[nH]c1=O	1	1	-2	-2	3	0	-3	-2	3	-0.7
N#Cc1c(C(F)(F)F)cc(-c2ccccc2)n(N)c1=O	1	6	-1	4	-4	0	-4	-4	5	-2.5
OCCN1CCN(CC(O)COc2ccc(Cl)cc2)CC1 (stereo unspecified)	2	-2	-2	-4	4	1	-4	2	2	-0.2

Arranged by SMILES length (low to high): 3 of the compounds above.
SMILES	LEDGF integ inh	rCAG RNA binder	TCR CD3 inh	ABHD4 inh	HTRA1 inhibitor	UHRF1 binding	MBD2 inh	PRMT1 inh	Rev-erbA mod	PG9 Ab binder
N#Cc1c(C(F)(F)F)cc(-c2ccccc2)n(N)c1=O	1	6	-1	4	-4	0	-4	-4	5	-2.5
COc1ccc(OC)c2sc(NC(=O)c3ccc(Cl)s3)nc12	-3	1	-3	0	-4	0	6	2	-5	0.6
CCCCN(C(=O)c1ccc(NC2CC2)c([N+](=O)[O-])c1)c1c(N)n(CC(C)C)c(=O)[nH]c1=O	1	1	-2	-2	3	0	-3	-2	3	-0.7
